Source: PubChem BioAssay (National Center for Advancing Translational Sciences (NCATS))
L3MBTL1 inh: L3MBTL1 (human) inhibition | Q9Y468 | AlphaScreen L3MBTL1–H3K9me1 peptide binding | Potency, µM (highest dose often 57.1 µM), without a hit: at the highest dose activity, negative = inhibition, hits mostly inhibitors | 230,000 compounds, 0.66% hits; also: nearly all actives have a fitted effect of over 60% in size
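AlphaScreen assay: L3MBTL1 (50 nM final) was preincubated 30 min at room temperature with biotinylated H3(1-15)K9me1 peptide (75 nM final), then 30 min with library compounds; streptavidin donor and nickel chelate acceptor beads (10 ug/mL final) added, 30 min dark.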
RECQ1 inh: blocks DNA unwinding by human RECQ1 | P46063 | RECQ1 DNA unwinding, red fluorescence kinetic read | Potency, µM (highest dose often 57.3 µM), without a hit: top-dose activity, negative = inhibition, usual class: inhibitors | 240,000 compounds, 0.54% hits;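 also: plate controls were vehicle for no effect and no enzyme for full effect; nearly all actives have a fitted effect of over 30% in size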
Target sequence (P46063 whole entry, looked up): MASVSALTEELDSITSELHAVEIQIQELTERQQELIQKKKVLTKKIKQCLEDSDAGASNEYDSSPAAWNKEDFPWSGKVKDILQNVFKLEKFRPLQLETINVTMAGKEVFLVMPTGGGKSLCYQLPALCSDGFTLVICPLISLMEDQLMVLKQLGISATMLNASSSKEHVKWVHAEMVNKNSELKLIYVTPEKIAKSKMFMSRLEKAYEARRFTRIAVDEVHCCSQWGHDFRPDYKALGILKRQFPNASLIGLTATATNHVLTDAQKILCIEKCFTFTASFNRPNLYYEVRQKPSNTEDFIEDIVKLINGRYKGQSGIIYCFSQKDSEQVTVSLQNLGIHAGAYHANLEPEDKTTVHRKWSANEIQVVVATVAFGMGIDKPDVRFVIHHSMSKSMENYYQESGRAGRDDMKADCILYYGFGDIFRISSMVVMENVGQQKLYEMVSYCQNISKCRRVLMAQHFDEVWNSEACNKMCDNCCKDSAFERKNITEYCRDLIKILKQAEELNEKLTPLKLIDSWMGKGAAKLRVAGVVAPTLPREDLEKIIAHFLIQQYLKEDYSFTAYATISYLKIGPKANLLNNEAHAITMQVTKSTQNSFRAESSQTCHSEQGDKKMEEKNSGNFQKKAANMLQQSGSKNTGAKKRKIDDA
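50 nM RECQ1T1 preincubated 15 min with compound in Tris pH 8.0 buffer with MgCl2, DTT, Tween-20 and 2.5 ug/ml poly(dI-dC); started with 200 nM TAMRA/BHQ-2 forked duplex and 2 mM ATP. Unwinding read as fluorescence (525/598 nm), two reads 2 h apart.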
Tau fibril ThT: tau fibrillization inhibition (ThT binding); 270,000 compounds, 2.1% hits; P10636; recombinant tau K18 P301L (four-repeat tau fragment), heparin-induced fibrillization, ThT fluorescence; Potency, µM (top dose mostly 57.4 µM), without a hit: top-dose activity, negative = inhibition, actives largely listed as inhibitors; also: nearly all actives have a fitted effect of over 55% in size
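In this qHTS, human K18 P301L tau is incubated with compound and heparin for 6 hr at 37 C, and Thioflavin T fluorescence then reports fibril load.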
TR SRC2 fluor cs: alters Texas Red total fluorescence, flagging assay interference; TRb/SRC2 Texas Red total fluorescence interference; Potency, µM (doses to about 106 µM), for inactives: at the highest dose fluorescence change, negative = quenching; 280,000 compounds, 0.29% hits; active = well fitted curve in either direction with a large enough effect; inconclusive = small, poorly fitted or top-dose-only effect
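Flags fluorescent or light-absorbing compounds by total fluorescence, S + 2P, at 555 nm excitation and 632 nm emission. Mixture: 20 nM Texas Red SRC2 peptide, 0.6 uM human TRb LBD, 1 uM T3, 5% DMSO; compound exposure 5 h at ambient temperature.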
JMJD2E inh: blocks human JMJD2E demethylase activity; 230,000 compounds, 1.6% hits; Potency, µM (series often up to 57.1 µM), for the others: top-dose activity change, negative = inhibition, hits mostly inhibitors; JMJD2E catalytic domain, FDH-coupled NADH fluorescence (FDH is formaldehyde dehydrogenase); active = well fitted inhibition curve with a large enough effect, not every such curve was filed as active; inconclusive = small, poorly fitted or top-dose-only effect, or another doubt; inactive = no such curve, though single readings can be large or run the other way;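 also: 0% = wells with enzyme and -100% = buffer wells without enzyme; nearly all actives have a fitted effect of over 50% in size; many of its hits are not listed in these tables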
RGS12 GoLoco inh: RGS12 GoLoco-Gai1 interaction inhibition | P63096 | Gai1:RGS12 GoLoco peptide FP, rhodamine, 10 min | Potency, µM (highest dose often 61.6 µM), for the others: top-dose activity, negative = inhibition, most hits filed as inhibitors | AID 880 | 230,000 compounds, 0.44% hits; active = well fitted inhibition curve with a large enough effect, not every such curve was filed as active; inactive = no such curve, though single readings can be large or run the other way; also: nearly all actives have a fitted effect of over 30% in size; many of its hits are not listed in these tables
Tau fibril FP: blocks human tau fibril formation measured by polarization. Potency, µM (doses to about 57.7 µM), for inactives: top-dose activity, negative = inhibition, most hits filed as inhibitors. 280,000 compounds, 0.39% hits. AID 1468. K18 P301L tau heparin fibrillization, Alexa594 FP, 6 h; also: nearly all actives have a fitted effect of over 55% in size
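FP of Alexa 594-tau after heparin (20 uM) induction. Substrate: human K18 P301L, 15 uM unlabeled, 0.24 uM labeled. Buffer 100 mM sodium acetate pH 7. 6 hr, 37 C.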
TRb-SRC2 inh: disrupts binding of human TR beta to SRC2; AID 1469; 280,000 compounds, 0.065% hits; TRbeta-SRC2 peptide binding, fluorescence polarization; receptor liganded with 1 µM T3; Potency, µM (series often up to 106 µM), for inactives: top-dose activity change, negative = inhibition, usual class: inhibitors;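 also: plate controls were bound peptide for no effect and peptide without receptor for full effect; nearly all actives have a fitted effect of over 50% in size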
Target sequence (P10828 whole entry, looked up): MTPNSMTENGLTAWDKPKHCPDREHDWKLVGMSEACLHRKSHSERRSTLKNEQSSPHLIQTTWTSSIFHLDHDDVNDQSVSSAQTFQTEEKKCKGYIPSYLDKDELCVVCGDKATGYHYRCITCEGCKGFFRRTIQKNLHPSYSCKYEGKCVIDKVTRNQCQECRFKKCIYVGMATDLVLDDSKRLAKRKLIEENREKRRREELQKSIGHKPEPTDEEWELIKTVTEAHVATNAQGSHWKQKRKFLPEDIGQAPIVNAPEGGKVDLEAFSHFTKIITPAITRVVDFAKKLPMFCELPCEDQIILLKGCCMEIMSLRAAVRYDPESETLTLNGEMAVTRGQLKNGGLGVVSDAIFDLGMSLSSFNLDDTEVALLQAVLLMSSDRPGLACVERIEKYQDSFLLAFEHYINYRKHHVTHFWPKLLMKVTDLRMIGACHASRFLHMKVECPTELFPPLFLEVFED
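TRb LBD 0.6 uM + Texas Red SRC2 peptide 20 nM, 1 uM T3, Tris buffer w/ 5% DMSO; compound pinned, 5 h RT; FP read ex 555/em 632; normalized to unbound and bound controls.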
An asterisk follows results filed as active; i = inactive; ? = inconclusive; . = no result given; [ ] = another dose, or the depositor's remark. Unless noted, calls follow the shape of the dose curve; as a rule, active = well fitted curve in the direction sought with a large enough effect; inconclusive = small, poorly fitted or top-dose-only effect, or another doubt; inactive = no such curve, though single readings can be large; an effect the other way counts as inactive or inconclusive. Unless noted, % is scaled to controls: 0 for no effect and ±100 for the full control effect; potency is read from the fitted curve at half-maximal effect. These rows are one share of the data; count on the stated rates, not on these rows.

Fields: TR SRC2 fluor cs | JMJD2E inh | RGS12 GoLoco inh | Tau fibril FP | Tau fibril ThT | RECQ1 inh | TRb-SRC2 inh | L3MBTL1 inh
#1 CCOc1ccc(NC(=O)CSc2nc(-c3ccc(OC)cc3)nc3c2Cc2c(CO)cnc(C)c2O3)cc1
  -1% | . | . | -4% | 2% | . | -6% | .
#2 Cc1ccc(OCCCC(=O)Nc2ccccc2C(F)(F)F)cc1
  -3% | -2% | -7% | 3% | -15% | -4% | 5% | 13%
#3 CCc1ccc(C2CC(=O)N(c3ccc(F)cc3)C3=C2C(=O)OC3)cc1 (stereo unspecified)
  0% | 10% | 15% | -16% | -5% | -4% | -8% | .
#4 O=C(Nc1nc2n(n1)C(c1ccc(F)cc1)CC(c1ccccc1)N2)c1ccco1 (stereo unspecified)
  -2% | 4% | 9% | 3% | -15% | 25% | 2% | -5%
#5 CCCC(=O)O[C@H]1C[C@@H](C)N(C(=O)c2ccccc2)c2ccc(C)cc21
  1% | 0% | -13% | -5% | ? | 8% | -11% | -6%
#6 COc1cccc(CNC(=O)Cc2csc3nc(-c4ccccc4)cn23)c1
  -6% | . | . | -7% | 4% | . | 1% | .
#7 COC(=O)Cn1c(=N)n(CCN2CCCCC2)c2ccccc21
  1% | 5% | 9% | 4% | 1% | i | -3% | 3%
#8 C=C[C@@H](C)[C@](C)(O)c1ccccc1
  -3% | 15% | 2% | 8% | -1% | -7% | 4% | .
#9 O=C(CCOc1ccccc1)Nc1ccc(S(=O)(=O)N2CCCC2)cc1
  3% | -11% | 9% | -7% | 3% | -21% | -12% | -7%
#10 Cc1cc(Br)ccc1NC(=O)C(Cc1ccccc1)NS(=O)(=O)c1ccc(Br)s1 (stereo unspecified)
  -3% | . | . | -11% | 1% | . | 1% | .
#11 CCOc1ccc(NC(=O)/C(=C\c2ccc(OC(C)=O)c(OC)c2)NC(C)=O)cc1
  -3% | -3% | 4% | 7% | 8% | -4% | -1% | 3%
#12 O=C(Nc1nc(-c2ccccc2)ns1)c1ccncc1
  3% | 2% | 9% | -5% | . | i | -2% | .
#13 Cc1ccc2nc3ccc(N4CCCC4)nn3c(=O)c2c1
  -2% | ? | 13% | -2% | ? | i | -4% | 6%
#14 Cn1c(=O)c2c(nc(NCCCN3CCOCC3)n2Cc2ccc(Cl)cc2Cl)n(C)c1=O
  -1% | 4% | -1% | -3% | 0% | i | -4% | 5%
#15 NC(=O)CSc1nc(O)cc(=O)n1-c1ccccc1
  0% | 2% | 18% | -1% | 4% | -8% | 4% | 7%

Eleven compounds out of the list, arranged by number of heavy atoms, lowest first.
Fields: TR SRC2 fluor cs | JMJD2E inh | RGS12 GoLoco inh | Tau fibril FP | Tau fibril ThT | RECQ1 inh | TRb-SRC2 inh | L3MBTL1 inh
#8 C=C[C@@H](C)[C@](C)(O)c1ccccc1
  -3% | 15% | 2% | 8% | -1% | -7% | 4% | .
#15 NC(=O)CSc1nc(O)cc(=O)n1-c1ccccc1
  0% | 2% | 18% | -1% | 4% | -8% | 4% | 7%
#12 O=C(Nc1nc(-c2ccccc2)ns1)c1ccncc1
  3% | 2% | 9% | -5% | . | i | -2% | .
#13 Cc1ccc2nc3ccc(N4CCCC4)nn3c(=O)c2c1
  -2% | ? | 13% | -2% | ? | i | -4% | 6%
#7 COC(=O)Cn1c(=N)n(CCN2CCCCC2)c2ccccc21
  1% | 5% | 9% | 4% | 1% | i | -3% | 3%
#2 Cc1ccc(OCCCC(=O)Nc2ccccc2C(F)(F)F)cc1
  -3% | -2% | -7% | 3% | -15% | -4% | 5% | 13%
#9 O=C(CCOc1ccccc1)Nc1ccc(S(=O)(=O)N2CCCC2)cc1
  3% | -11% | 9% | -7% | 3% | -21% | -12% | -7%
#6 COc1cccc(CNC(=O)Cc2csc3nc(-c4ccccc4)cn23)c1
  -6% | . | . | -7% | 4% | . | 1% | .
#4 O=C(Nc1nc2n(n1)C(c1ccc(F)cc1)CC(c1ccccc1)N2)c1ccco1 (stereo unspecified)
  -2% | 4% | 9% | 3% | -15% | 25% | 2% | -5%
#14 Cn1c(=O)c2c(nc(NCCCN3CCOCC3)n2Cc2ccc(Cl)cc2Cl)n(C)c1=O
  -1% | 4% | -1% | -3% | 0% | i | -4% | 5%
#1 CCOc1ccc(NC(=O)CSc2nc(-c3ccc(OC)cc3)nc3c2Cc2c(CO)cnc(C)c2O3)cc1
  -1% | . | . | -4% | 2% | . | -6% | .

(further entries)
Fields: TR SRC2 fluor cs | JMJD2E inh | RGS12 GoLoco inh | Tau fibril FP | Tau fibril ThT | RECQ1 inh | TRb-SRC2 inh | L3MBTL1 inh
#16 N#Cc1c(NC(=O)c2cnn3cccnc23)sc2c1CCCC2
  -1% | -11% | 6% | -4% | -17% | i | 1% | -6%
#17 COCCCNC(=S)N/N=C/c1ccc2c(c1)OCO2
  0% | -16% | 4% | 6% | -13% | -2% | 6% | -3%
#18 CCCCCCOc1ccc(/C(C)=N/NC2=NCCN2)cc1[N+](=O)[O-]
  -3% | -2% | 8% | -14% | 10% | i | 5% | -14%
#19 CC(=O)Cn1c(CN2CCCC2)nc2ccccc2c1=O
  2% | 5% | 1% | -4% | -6% | -3% | -5% | .
#20 COc1ccccc1NC(=O)CN(c1cc(C)cc(C)c1)S(=O)(=O)c1c(C)[nH]c(=O)[nH]c1=O
  2% | . | . | 1% | -2% | . | -7% | .
#21 COc1ccc(Br)cc1C(=O)Nc1ccccc1N1CCN(C(=O)c2ccccc2)CC1
  -3% | ? | -2% | -5% | -15% | -21% | 0% | -3%
#22 Oc1cccc(-c2nc3c4c(ncn3n2)-c2ccccc2CC42CCCC2)c1
  2% | 1% | 3% | ? | 6% | -25% | -1% | -17%
#23 COc1ccc(NC(=O)/C(Cl)=C(/Cl)S(=O)Cc2ccc(Cl)cc2)cn1 (stereo unspecified)
  -2% | 1% | 3% | ? | ? | 35µM* | -4% | -14%
#24 Cc1ccccc1NC(=O)Cc1cccc(C(F)(F)F)c1
  -1% | 6% | -2% | -6%[2.34 µM] | 2% | -1% | -3% | 6%
#25 NS(=O)(=O)c1ccc(CCNC(=O)C2COc3ccccc3C2)cc1 (stereo unspecified)
  0% | . | . | -3% | -5% | . | 6% | .
#26 CN(C)CCNS(=O)(=O)c1ccc(Cl)cc1
  -5% | 4% | 1% | -3% | 0% | -1% | 2% | 3%
#27 C/C(CC(=O)NC1CCCC1)=N\NC(=O)Cc1cccs1
  1% | 16% | 7% | 2% | -1% | 0% | 4% | 4%
#28 Cn1c(=O)n(Cc2ccc(F)cc2)c(=O)c2c1nc1n2CCN1Cc1ccco1
  -4% | -7% | 0% | 14% | -5% | -7% | 4% | .
#29 O=C(CS(=O)(=O)c1ccccc1)Nc1cccnc1
  1% | -2% | 4% | 2% | -2% | i | -6% | 1%
#30 CC1CCc2[nH]nc(C(=O)O)c2C1 (stereo unspecified)
  -2% | 2% | 2% | 1% | 0% | -3% | -1% | 1%
#31 Cc1ccc(Nc2nc(N)c([N+](=O)[O-])c(N3CCOCC3)n2)cc1C
  -1% | 6% | 20% | 2% | ? | -2% | -10% | -16%
#32 Nc1nc2nc(Cl)[nH]c2c(=O)[nH]1
  -2% | -10% | 3% | -9% | 0% | 2% | 1% | .
#33 COc1cccc(C2CC(=O)Nc3cc(OC)c(OC)c(OC)c32)c1OC(C)C (stereo unspecified)
  -2% | . | . | -12% | -7% | . | 0% | .
#34 CC(=O)N1N=C(c2ccccc2)OC1c1ccc([N+](=O)[O-])s1 (stereo unspecified)
  0% | 14µM* | 5% | ? | ? | 35µM* | -1% | .
#35 COc1ccc(NC(=O)COc2ccc(S(=O)(=O)NC3CCCCC3)cc2)c(OC)c1
  -3% | . | . | -1% | -3% | . | 3% | .
#36 COc1cc(SC)ccc1C(=O)Nc1ccccc1C#N
  -1% | -23% | -3% | ? | ? | -2% | -3% | .
#37 COc1cccc(CC(=O)N2CCc3nc(-c4ccc(OC)cc4C)c4c(c3C2)CO[C@@H](c2ccccc2)C4)c1
  -3%[11.2 µM] | -2%[11.4 µM] | 3%[14.2 µM] | -4%[11.6 µM] | 5%[11.5 µM] | -6%[11.5 µM] | 3%[11.2 µM] | .
#38 Cc1cc(SCC(=O)NN=C2CCN(C(C)C)CC2)c(C)cc1Br
  -1% | 10% | -1% | -3% | -10% | -10% | 0% | -5%
#39 COc1cc(C2CC(=O)NC3=C2C(=O)CC(C)(C)C3)cc(OC)c1O (stereo unspecified)
  -2% | -9% | 5% | -1% | -4% | 5% | -10% | 5%
#40 CC(=O)N1CCCc2cc(S(=O)(=O)Nc3ccc(C)c(F)c3)ccc21
  -1% | . | . | -3% | 4% | . | -3% | .
#41 CC(=O)c1ccccc1NCC(=O)Nc1ccc(C)cc1
  3% | 4% | 10% | -1% | 4% | i | 3% | -10%[11.4 µM]
#42 COc1cccc(C(=O)NC2CC(=O)N(c3ccc4c(c3)OCCO4)C2)c1OC (stereo unspecified)
  1% | . | . | ? | -5% | . | 2% | .
#43 O=C(COC(=O)c1ccccc1[N+](=O)[O-])Nc1cc(S(=O)(=O)N2CCOCC2)ccc1N1CCCC1
  3% | -3% | 8% | 2% | -6% | -4% | 1% | 1%
#44 O=C(Cn1c(C(F)(F)F)nc2ccccc21)N1CCCC1
  2% | 5% | 1% | 9% | -5% | -7% | 4% | .
#45 Cc1ccc(C)c(N2CCN(c3nnnn3-c3ccccc3)CC2)c1
  -1% | -1% | -6% | -12% | -23% | -11% | -3% | .
#46 COc1ccc(S(=O)(=O)N(Cc2nc(-c3ccccc3)no2)C2CCCCC2)cc1
  5% | . | . | -8% | -2% | . | -1% | .
#47 CC(NS(=O)(=O)c1cccc(Cl)c1)C(=O)Nc1ccc(-c2nc3ccccc3s2)cc1 (stereo unspecified)
  -3% | ? | 10% | ? | 1% | -5% | -11% | .
